MazEF act: MazEF (E. coli) toxin RNase activation. P0AE70. FAM/BHQ RNA-DNA oligo cleavage fluorescence, 5 h. activation, % at 20 µM. 0.32% of 350,000 active; in the data active = activation above about 50%
Target sequence (P0AE70 whole entry, looked up): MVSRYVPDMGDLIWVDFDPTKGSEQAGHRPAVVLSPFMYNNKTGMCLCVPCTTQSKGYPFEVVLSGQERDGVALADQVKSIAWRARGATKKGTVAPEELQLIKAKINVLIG
3CLpro inhibitor: SARS-CoV 3CLpro protease inhibition. P0C6X7. recombinant SARS-CoV 3CLpro, quenched FRET peptide cleavage. inhibition, % at 6 µM. 0.14% of 290,000 active; in the data active = inhibition above about 12%
Rv3671c protease: Rv3671c (M. tuberculosis) protease inhibition | P9WHR9 | inhibition, % at 5.96 µM | 0.048% of 320,000 active; in the data active = inhibition above about 38%;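 note: extracellular domain of Rv3671c used as enzyme; 0% = enzyme with DMSO and 100% = no enzyme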
BoNT-A LC inh2: blocks Botulinum neurotoxin A light chain protease; 0.17% of 360,000 active; multiplex microsphere protease substrate cleavage, flow cytometry; inhibition, % at 10 µM; note: plate controls were buffer without enzyme for full effect and enzyme alone for no effect
CCHF vOTU inh: blocks the CCHF virus ovarian tumor domain protease | CCHFV vOTU protease, Pep-AMC fluorescence | inhibition, % at 11.5 µM | 0.55% of 370,000 active | AID 651958; in the data active = inhibition above about 30%; note: 0% = vehicle wells with enzyme and 100% = no enzyme wells
DUSP3 inh: blocks human VHR1 dual specificity phosphatase. recombinant VHR phosphatase, pNPP absorbance. P51452. inhibition, % at 13.3 µM. 0.52% of 290,000 active. AID 1654; in the data active = inhibition above about 50%; note: some compounds called inactive have numbers as strong as hits
PrPC TRFRET: inhibitors of human cell surface prion protein PrPC | P04156 | TR-FRET read-out | inhibition, % at 13.8 µM | 0.43% of 370,000 active | AID 720596; in the data active = inhibition above about 24%; note: 0% = median of the test wells and 100% = reference compound wells
Anthrax LF prot: inhibitors of Bacillus anthracis lethal factor protease | multiplex microsphere protease cleavage assay, LF | inhibition, % at 10 µM | 0.12% of 360,000 active | AID 588501; note: plate controls were buffer without enzyme for full effect and enzyme alone for no effect
Target sequence (P15917 whole entry, looked up): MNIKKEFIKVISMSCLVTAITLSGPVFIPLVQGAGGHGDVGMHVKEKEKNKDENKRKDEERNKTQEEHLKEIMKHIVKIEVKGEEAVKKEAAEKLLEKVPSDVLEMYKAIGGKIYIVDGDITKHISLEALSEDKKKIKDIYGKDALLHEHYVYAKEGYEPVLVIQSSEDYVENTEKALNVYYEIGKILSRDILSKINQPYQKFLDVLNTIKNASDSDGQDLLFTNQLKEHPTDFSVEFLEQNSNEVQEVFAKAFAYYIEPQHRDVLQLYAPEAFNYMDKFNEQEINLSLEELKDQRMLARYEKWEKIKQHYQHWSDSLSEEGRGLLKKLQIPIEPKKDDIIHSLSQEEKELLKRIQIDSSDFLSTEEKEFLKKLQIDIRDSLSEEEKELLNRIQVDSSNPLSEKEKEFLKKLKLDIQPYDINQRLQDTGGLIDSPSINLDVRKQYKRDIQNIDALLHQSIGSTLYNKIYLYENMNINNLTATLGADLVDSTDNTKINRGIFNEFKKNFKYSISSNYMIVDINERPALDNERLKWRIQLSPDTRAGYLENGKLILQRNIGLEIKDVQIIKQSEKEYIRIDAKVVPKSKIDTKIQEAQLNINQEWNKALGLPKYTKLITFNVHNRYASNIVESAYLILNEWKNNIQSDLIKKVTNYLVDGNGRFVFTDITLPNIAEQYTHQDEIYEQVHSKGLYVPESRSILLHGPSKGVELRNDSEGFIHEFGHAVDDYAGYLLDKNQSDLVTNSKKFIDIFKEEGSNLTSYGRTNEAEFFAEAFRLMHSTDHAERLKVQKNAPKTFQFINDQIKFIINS
BoNT F protease: inhibitors of Botulinum neurotoxin F light chain protease | Multiplex microsphere protease cleavage assay, flow cytometry | inhibition, % at 10 µM | 0.22% of 360,000 active; in the data active = inhibition above about 35%, passing the limit was not always enough; inconclusive = no clear call, values can overlap the other calls; note: plate controls were buffer without enzyme for full effect and enzyme alone for no effect
PriA SSB inh: K. pneumoniae PriA-SSBct interaction inhibition. AlphaScreen SSBct-PriA binding, biotinylated peptide. inhibition, % at 33 µM. 0.6% of 430,000 active; in the data active = inhibition mostly above about 37%, no sharp cut-off; inactive = mostly below about 20%;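 note: plate controls were negative control peptide for no effect and reference peptide for full effect; strong numbers were not always called active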
The depositor's hits bear a star; ? = inconclusive; nt = not tested or not shown; & = joins results of further samples. Cut-off read from the data, not from the text of the source, unless noted: active = inhibition above about 30%; inconclusive = no clear call, values can overlap the other calls; inactive = below that. A portion of the library; count on the stated rates, not on these rows.

SMILES	MazEF act	3CLpro inhibitor	Rv3671c protease	BoNT-A LC inh2	CCHF vOTU inh	DUSP3 inh	PrPC TRFRET	Anthrax LF prot	BoNT F protease	PriA SSB inh
C=C1c2ccccc2O[C@H](C(=O)OCC)[C@H]1OC	6	nt	nt	-0.4	-1	nt	6	-5	-7	-4
O=C(NCCCN1CCN(c2ccc(F)cc2)CC1)c1cccc(N2CCCC2=O)c1	-4	5	2	0.0	5	-7	-7	3	16	-1
COc1ccc(S(=O)(=O)Nc2ccc3c(c2)C(=O)N([C@H](C)CO)C[C@H](C)[C@@H](CN(C)S(C)(=O)=O)O3)cc1	9	nt	0	-0.4	-4	nt	2	1	-1	-8
FC(F)(F)c1cccc(Sc2nc(-c3ccccc3)nnc2C(F)(F)F)c1	3	-2	9	-0.3	5	18	5	-17	0	-8
O=C(/C=C/c1ccccc1)NC1CC2CCC1C2 (centres undefined)	0	2	5	-0.5	8	2	-2	-1	1	-8
Cc1c(C(=O)N2CCC3(CC2)OCCO3)oc2ccc(S(=O)(=O)N3CCCCC3)cc12	-1	-5	-18	0.7	-18	23	2	-2	2	-5
CC(NC(=O)CN1C(=O)NC(Cc2ccccc2)(Cc2ccccc2)C1=O)C12CC3CC(CC(C3)C1)C2 (centres undefined)	4	-1	-14	0.5	13	23	-3	0	-6	-13
Cc1cc(C(=O)CSc2nnc(N)s2)c(C)n1Cc1ccco1	-26	-1	-3	0.4	5	33	0	-4	1	-2
COC(=O)CSc1nnc(-c2ccc(S(=O)(=O)N3CCCC3)cc2)o1	-4	1	1	-0.8	-8	14	1	0	3	-11
CC(O)[C@H](NC(=O)C1CCN(C(=O)[C@H](Cc2ccccc2)NC(=O)OC(C)(C)C)CC1)C(=O)O (some centres undefined)	-8	1	nt	-0.3	0	28	6	-19	-4	-9
CC1=C/C(=N\OS(=O)(=O)c2ccccc2)C(C(C)C)=CC1=O	4	0	-3	0.1	nt	-1	nt	0	-2	nt
Cc1sc2nc(-c3ccccc3F)oc(=O)c2c1C	7	nt	nt	-0.8	-4	nt	3	-5	-9	nt
FC(F)(F)c1ccccc1NC1=NCCC1	-11	0	-3	0.7	10	26	7	3	-3	1
Cc1noc(/C=C/c2ccccc2F)c1S(=O)(=O)N1CCC(C(=O)N2CCN(C)CC2)CC1	8	-2	5	-1.0	-4	-7	5	-2	0	-7
COCCSc1ccccc1C(=O)NCc1ccc(S(N)(=O)=O)cc1	3	1	0	?	-8	31	5	0	2	-14
O=C(CN1C(=O)NC2(CCCCC2)C1=O)Nc1ccc(F)cc1	10	1	3	-0.1	-2	14	3	-3	2	-16
COc1cc(OC)cc(C(=O)N(CN2CCCC2=O)c2ccccc2OC)c1	1	0	7	-6.2	2	34	-3	0	-14	-8
NC(=O)c1ccc(OCCC(O)N2CC=C(c3ccc(F)cc3)CC2)cc1 (centres undefined)	1	nt	9	-0.1	-3	nt	-5	0	-6	-9
O=C(O)CCS(=O)(=O)Cc1ccccc1F	1	1	-2	-0.7	-5	-2	1	-2	1	-6
O=c1c([N+](=O)[O-])c(O)c2ccccc2n1Cc1ccccc1	7	5	5	-1.6	-7	-8	5	5	-20	4
CCCc1cc(=O)[nH]c(SCC(=O)Nc2nonc2N)n1	4	0	-1	0.5	-10	-8	-2	-5	-1	-15
COc1ccc(C(=O)NCc2nnc(SCC(=O)Nc3cc(Cl)ccc3OC)o2)cc1	-10	-1	9	0.3	1	-4	-2	3	2	-22
Cc1c(NC(=O)c2ccccc2)cccc1[N+](=O)[O-]	4	-2	4	-0.5	-10	4	-8	-2	-3	-13
COc1ccc(C2CC(=O)C(C3NCCc4ccccc43)=C(O)C2n2cncn2)cc1 (centres undefined)	6	-2	7	-1.5	1	24	2	-4	-1	-10
CN1C(=O)CSc2ccc(NC(=O)N3CCc4ccccc43)cc21	5	-5	-2	-3.9	7	7	7	-7	-26	11
SMILES	MazEF act	3CLpro inhibitor	Rv3671c protease	BoNT-A LC inh2	CCHF vOTU inh	DUSP3 inh	PrPC TRFRET	Anthrax LF prot	BoNT F protease	PriA SSB inh
COc1cccc2sc(Nc3nnc(-c4ccccc4Cl)o3)nc12	-2	1	-1	-0.7	-3	16	9	-8	-12	-8&-7
CN(C)c1ccc(NC(=O)/C=C/c2c(Cl)cccc2Cl)cc1	14	0	-8	-0.3	10	36	0	0	-16	31
COC(=O)C1=C(c2cc3ccccc3o2)C[C@@H]2CC[C@H]1N2C(=O)NCc1ccc(F)cc1	3	nt	7	-0.3	-3	nt	1	5	1	4
COc1cc(/C=C/c2nc3ccccc3c(=O)[nH]2)cc(Br)c1O	11	4	4	0.1	18	30	-7	-2	-1	-2
O=C(NCc1ccncc1)C(=O)NCC1OCCCN1S(=O)(=O)c1ccc(F)cc1 (centres undefined)	7	0	0	-1.0	0	10	7	4	7	-7&13
CN(c1cccc(Cl)c1)S(=O)(=O)c1cccc(C(=O)NN2CCOCC2)c1	3	nt	-5	2.0	-10	nt	-1	2	0	-4
CC(=O)C1=C(O)C(=O)N(c2cccc(Br)c2)C1c1ccc(Br)cc1 (centres undefined)	0	5	6	-3.6	-5	8	9	-3	23	3
Cc1ccc2c(CN3CCCc4ccccc43)cc(=O)oc2c1C	10	-2	-5	?	8	36	-11	?	?	-5
CCn1c(=N)c(C(=O)NCCCOC)cc2c(=O)n3cccc(C)c3nc21	-2	-4	-3	1.9	-277	28	-23	0	-4	-2
Cc1ccsc1/C=N/Nc1nc2ccccc2[nH]1	6	0	nt	-0.8	18	23	9	-2	-19	nt
O=C(/C=C\c1ccco1)Oc1cccc2cccnc12	4	4	-6	-0.1	-4	24	2	0	-4	2
CCc1ccccc1NC1c2ccccc2C(=O)N1c1cc(C)ccn1 (centres undefined)	17	3	-3	0.0	-2	39	5	-8	-4	0
COC(=O)C1=C(c2cccc(NC(C)=O)c2)C[C@@H]2CC[C@H]1N2C	4	nt	1	-0.5	-4	nt	1	-9	-6	-10
Cc1ccc(Cl)cc1NC(=O)c1cnn2c1NC(c1ccco1)CC2C(F)(F)F (centres undefined)	-3	6	-31	0.3	9	35	3	-4	8	21
Clc1ccc(C2[C@H]3CN(Cc4cccnc4)[C@H](c4ccccc4)C34CC2(c2ccccc2)C4)cn1 (some centres undefined)	-11	nt	-13	nt	-4	26	3	nt	nt	17
CCCCn1c(=O)c(CCC(=O)OCC(=O)Nc2ccc(F)c(Cl)c2)nc2ccccc21	6	4	-5	2.5	-2	-1	-6	0	14	4
CCOC(=O)c1c(NC(C)=O)sc2c(O)c(Br)ccc12	6	-3	-1	0.1	8	-2	-3	-5	0	-2
CC(C)c1ccc(NC(=S)NNC(=O)C2CC2)cc1	-1	0	-1	-1.6	12	22	3	-4	-1	-4
CC(C)=CCSc1nnc(CCNC(=O)OC(C)(C)C)o1	-4	2	-1	?	3	6	1	1	2	-4
Cc1cccc(N2C(=O)CCC2=O)n1	3	-3	-4	0.0	-1	-5	0	-1	-5	6
Cc1cc(NC(=O)COc2ccccc2C#N)no1	6	nt	4	0.2	4	nt	6	2	-5	0
O=C(COC(=O)c1ccc(S(=O)(=O)Nc2ccccc2)cc1)NCC1CCCO1 (centres undefined)	5	-1	-1	-0.6	-1	17	-8	1	-4	-14
Cc1ccc(SCC(=O)N2CCN(c3ccc(F)cc3)CC2)cc1	-4	nt	nt	-2.8	-12	nt	9	7	-12	0
CC(=O)Nc1ccc(OCC(O)Cn2ccnc2)cc1 (centres undefined)	9	6	-11	0.1	-10	-5	-1	1	0	-3
Cc1ccccc1NC(=O)CSCC(=O)Nc1ccccc1C	-1	0	-1	1.3	4	-6	-3	-8	0	-2
SMILES	MazEF act	3CLpro inhibitor	Rv3671c protease	BoNT-A LC inh2	CCHF vOTU inh	DUSP3 inh	PrPC TRFRET	Anthrax LF prot	BoNT F protease	PriA SSB inh
CCOC(=O)c1ccc(NC(=O)CC2SCCNC2=O)cc1 (centres undefined)	1	-1	5	-0.5	11	12	4	-3	-8	-2
CCCNC(=O)c1onc(CSc2ccc(Cl)cc2)c1C(=O)NCCC(C)C	1	nt	-24	1.1	16	nt	9	-4	3	-9
CCN(CC)CCN1C(=O)C(=O)/C(=C(/O)c2ccc(OC(C)C)cc2)C1c1cccs1 (centres undefined)	-1	3	5	0.3	-8	5	7	6	?	nt
CC(=O)Nc1cccc(NC(=O)C2CCCO2)c1 (centres undefined)	10	nt	nt	-0.2	7	nt	6	-2	-1	nt
O=c1[nH][nH]c(=O)n1-c1ccccc1	12	2	-1	0.4	-5	5	-3	-8	-5	-11
COc1ccc(-c2csc(NC(C)c3nc4cc(Cl)c(N5CCCCC5)cc4n3CCCO)n2)cc1 (centres undefined)	-14	nt	6	-0.5	12	nt	10	-7	-2	-5
Cc1cccc(-c2ncc(CN3CCCC(CO)(Cc4cccc(Cl)c4)C3)cn2)c1 (centres undefined)	-25	5	-8	-1.7	-6	12	0	-1	6	-12
C=CCn1c(O)c(C=Nc2ccc(OC)cc2C)c(=O)[nH]c1=O	2	5	6	1.2	-2	12	3	-7	4	-14
CCCn1c(SCC(=O)N2CCCc3ccccc32)nc2c1c(=O)n(C)c(=O)n2C	0	3	-2	-1.5	-8	6	-2	-4	-5	-10
CC(=O)c1ccc(NC(=O)c2ccc3snnc3c2)cc1	0	0	-10	-0.3	7	14	4	-1	3	-3

By substructure, the entries above with an aryl methoxy group
SMILES	MazEF act	3CLpro inhibitor	Rv3671c protease	BoNT-A LC inh2	CCHF vOTU inh	DUSP3 inh	PrPC TRFRET	Anthrax LF prot	BoNT F protease	PriA SSB inh
COc1ccc(S(=O)(=O)Nc2ccc3c(c2)C(=O)N([C@H](C)CO)C[C@H](C)[C@@H](CN(C)S(C)(=O)=O)O3)cc1	9	nt	0	-0.4	-4	nt	2	1	-1	-8
COc1cc(OC)cc(C(=O)N(CN2CCCC2=O)c2ccccc2OC)c1	1	0	7	-6.2	2	34	-3	0	-14	-8
COc1ccc(C(=O)NCc2nnc(SCC(=O)Nc3cc(Cl)ccc3OC)o2)cc1	-10	-1	9	0.3	1	-4	-2	3	2	-22
COc1ccc(C2CC(=O)C(C3NCCc4ccccc43)=C(O)C2n2cncn2)cc1 (centres undefined)	6	-2	7	-1.5	1	24	2	-4	-1	-10
COc1cccc2sc(Nc3nnc(-c4ccccc4Cl)o3)nc12	-2	1	-1	-0.7	-3	16	9	-8	-12	-8&-7
COc1cc(/C=C/c2nc3ccccc3c(=O)[nH]2)cc(Br)c1O	11	4	4	0.1	18	30	-7	-2	-1	-2
COc1ccc(-c2csc(NC(C)c3nc4cc(Cl)c(N5CCCCC5)cc4n3CCCO)n2)cc1 (centres undefined)	-14	nt	6	-0.5	12	nt	10	-7	-2	-5
C=CCn1c(O)c(C=Nc2ccc(OC)cc2C)c(=O)[nH]c1=O	2	5	6	1.2	-2	12	3	-7	4	-14

Reformatted: results already given.
Results follow in this order: MazEF act	3CLpro inhibitor	Rv3671c protease	BoNT-A LC inh2	CCHF vOTU inh	DUSP3 inh	PrPC TRFRET	Anthrax LF prot	BoNT F protease	PriA SSB inh
CCCn1c(SCC(=O)N2CCCc3ccccc32)nc2c1c(=O)n(C)c(=O)n2C
 : 0	3	-2	-1.5	-8	6	-2	-4	-5	-10
CC(=O)c1ccc(NC(=O)c2ccc3snnc3c2)cc1
 : 0	0	-10	-0.3	7	14	4	-1	3	-3

High-throughput results as filed in PubChem.
